Bioassay records: PubChem BioAssay, NCI
NCI-60 one-dose screen, 48 h, at 10 µM unless noted. Numbers give growth in % (100 = growth as untreated, 0 = no growth, -100 = all killed).
MALME-3M – MALME-3M melanoma; AID 1794766; 78,000 tested, 5.8% active
T-47D – T-47D breast cancer; AID 1794792; 79,000 tested, 5% active
UACC-257 – UACC-257 melanoma; 78,000 tested, 4.4% active
LOX IMVI – LOX IMVI melanoma; 79,000 tested, 7.4% active; AID 1794757
HS 578T – HS 578T breast cancer; AID 1794788; 78,000 tested, 4.1% active
SK-MEL-28 – SK-MEL-28 melanoma; 81,000 tested, 4.1% active
SK-MEL-2 – SK-MEL-2 melanoma | 77,000 tested, 4.7% active | AID 1794763
SK-MEL-5 – SK-MEL-5 melanoma | 80,000 tested, 6.4% active | AID 1794755
Starred values were filed as active, the others as inactive; / = not tested or not shown; & = joins results of further samples. Rule for the calls: active = growth percent below 10; inactive = the rest.

canonical_smiles	MALME-3M	T-47D	UACC-257	LOX IMVI	HS 578T	SK-MEL-28	SK-MEL-2	SK-MEL-5
CCOC(=O)/C(=N\O)C1=CSC2=NNC(C)(C)N12	103	91	95	89	109	105	95	96
N#Cc1c(-c2ccccc2)cc(-c2cc(=O)oc3ccc(Cl)cc23)c(C#N)c1N	128	67	124	90	102	105	101	106
COc1cc(Nc2ncccc2C(=O)NCc2cn(Cc3cccc(Oc4ccccc4)c3)nn2)cc(OC)c1OC	73	28	100	71	88	98	/	28
O=C(Nc1ccccc1)c1ccco1	93	103	107	98	103	105	99	104
CC1(C)C2CCC1(C)C(SC(=N)N)C2 (stereo not given)	135	99	99	100	/	109	102	96
CCOC(=O)/C(=C\Nc1cccc(OCc2ccccc2)c1)NC(=O)c1ccccc1	/	95	93	94	108	101	124	102
C#CCOC1CCCCC1O (stereo not given)	103	94	94	91	107	112	126	/
COc1ccc2c(=O)cc(-c3ccccc3)oc2c1	95	95	104	109	141	118	57	136
CN(C)Cc1cc(C(C)(C)C)cc(C2CCCCC2)c1O	105	102	102	105	68	103	106	98
COc1cc2nc(-c3ccc(Cl)cc3)cc(OCCCN3CCC(O)CC3)c2cc1OC	64	44	8.4*	-53*	67	70	76	-30*
O=C(Nc1ncc(Cc2cccc3ccccc23)s1)c1cc(Br)cs1	74	34	89	23	86	86	65	76
CCCCCCC(C)NCCOC(=O)c1ccc([N+](=O)[O-])cc1 (stereo not given)	75	100	105	90	95	103	121	102
Cc1cc(C)n(C(=O)c2sc(=S)n(-c3ccccc3)c2N)n1	51	109	98	97	101	100	104	99
OCC1(CCCc2ccccc2)CCCN(c2nccc3ccccc23)C1 (stereo not given)	25	28	11	36	42	32	31	-60*
Clc1ccc(-c2nnc(-c3nc4ccccc4nc3Cl)o2)cc1	104	110	111	/	106	105	107	101

(next part)
canonical_smiles	MALME-3M	T-47D	UACC-257	LOX IMVI	HS 578T	SK-MEL-28	SK-MEL-2	SK-MEL-5
CCOC(=O)c1nnn(Cc2cc(=O)oc3c2ccc2ccccc23)c1C	99	94	94	101	100	109	110	101
COc1cc2oc(-c3cccc(C(=O)Nc4ccc(Cl)cc4)c3)cc(=O)c2c(OCCNC(=O)[C@H](CCC(=O)OC(C)(C)C)NC(=O)OC(C)(C)C)c1OC	106	79	107	/	93	99	106	89
O=C(N[C@@H](CC(=O)N1CCn2c(nnc2C(F)(F)F)C1)Cc1cc(F)c(F)cc1F)c1ccc(O)cc1	87	88	95	77	106	110	106	98
CC(C)c1ccc(S(=O)(=O)NC(=O)NC2CC2)cc1	101	100	88	98	109	111	99	103
CCCCn1c(=O)c(/C=C/C(=O)/C=C/c2cc3ccccc3n(CCCC)c2=O)cc2ccccc21	8.0*	21	-24*	-80*	30	-8.5*	79	-74*
C=CCOC(=O)Oc1ccccc1Cl	116	95	102	106	117	114	120	111
CC(C)(C)C1CCCCC1O (stereo not given)	94	99	100	93	90	108	104	104
COc1ccc(/C=C2\C=C(c3ccccc3)N(CCc3ccccc3)C2=O)cc1	51	84	98	94	73	83	93	89
O=C(Nc1ccc(F)c(F)c1)c1n[nH]c(=O)c2ccccc12	175	73	120	93	84	126	84	75
O=C1c2cc(F)ccc2Oc2cc([N+](=O)[O-])ccc2N1c1ccc(Cl)cc1F	106	83	98	84	105	100	94	/
O=C(O)Cc1c(Cl)ccc(Cl)c1Cl	104	84	65	101	95	107	99	97
Cc1cc(=NC(C)(C)C)nc2c3ccccc3c(Cl)cn12	83	50	55	99	102	84	/	41
CC(=N)c1c(O)cc(C)oc1=O	132	106	98	105	/	109	104	119
CCOC(=O)c1no[n+]([O-])c1C(=O)OCC	100	97	80	96	105	99	110	102
O=S(=O)(O)c1cccc2cccc(Cl)c12	221	110	102	96	106	113	100	/

Remaining list, next part.
canonical_smiles	MALME-3M	T-47D	UACC-257	LOX IMVI	HS 578T	SK-MEL-28	SK-MEL-2	SK-MEL-5
O=C(Cc1cc2ccccc2[nH]1)N(CCCc1cnc[nH]1)Cc1ccccc1	80	66	106	77	65	94	99	83
O=[N+]([O-])c1ccc2c(c1)C(=Nc1ccc(N=C3c4ccccc4-c4ccc([N+](=O)[O-])cc43)cc1)c1ccccc1-2	107	91	103	107	102	106	104	103
O=C(O[C@H]1CO[C@H]2[C@@H]1OC[C@@H]2Oc1ccc(Nc2ncnc3ccsc23)cc1Cl)c1ccccc1	103	80	114	88	98	101	115	95
CC1CN=C2C=CC=CN2C1=O (stereo not given)	100	97	99	93	96	118	91	101
CC(=O)OC1OC(COC(=O)c2ccccc2)C(OC(=O)c2ccccc2)C1OC(=O)c1ccccc1 (stereo not given)	99	97	107	79	101	109	114	106
c1ccc(CNCc2ccc[nH]2)cc1	103	109	104	100	106	102	132	101
CCOC(=O)OC(C)OC(=O)C1N2C(=O)C(NC(=O)[C@H](N)c3ccccc3)C2SC1(C)C (stereo not given in full)	93	100	/	91	104	102	107	96
CON(C)C(=O)c1cc(-c2ccc(C)cc2)n(-c2ccc(S(C)(=O)=O)cc2)n1	101	103	106	/	/	106	120	97
CCC(=O)c1ccc(O)c(OC)c1	104	109	86	102	96	98	103	99
CC(=O)c1cc2c(N)c(C(=O)Nc3cccc4cccnc34)sc2nc1C	106	94	102	103	104	113	108	106
CCCn1ccc(-n2nnc(C(=O)OCC)c2N)n1	103	94	93	109	117	99	103	104
CC(=O)N1N=C(c2cc3ccccc3oc2=O)CC1c1cn(-c2ccccc2)nc1-c1ccc(C)cc1 (stereo not given)	92	96	99	96	94	106	108	101
CN(CCO)CC(O)Cn1cnc2c1c(=O)n(C)c(=O)n2C (stereo not given) (tested in a mixture with another compound)	83	89	97	87	104	113	86	103
Cc1ccccc1-c1nnc(-c2cccc3ccccc23)o1	96	69	109	77	86	110	121	94
Clc1ccc(Sc2nc(NC3CC3)nc(Sc3ccc(Cl)cc3)n2)cc1	81	65	90	91	96	88	/	88

Reprinted from the entries so far, eleven compounds:
canonical_smiles	MALME-3M	T-47D	UACC-257	LOX IMVI	HS 578T	SK-MEL-28	SK-MEL-2	SK-MEL-5
CC(=O)OC1OC(COC(=O)c2ccccc2)C(OC(=O)c2ccccc2)C1OC(=O)c1ccccc1 (stereo not given)	99	97	107	79	101	109	114	106
c1ccc(CNCc2ccc[nH]2)cc1	103	109	104	100	106	102	132	101
CCOC(=O)OC(C)OC(=O)C1N2C(=O)C(NC(=O)[C@H](N)c3ccccc3)C2SC1(C)C (stereo not given in full)	93	100	/	91	104	102	107	96
CON(C)C(=O)c1cc(-c2ccc(C)cc2)n(-c2ccc(S(C)(=O)=O)cc2)n1	101	103	106	/	/	106	120	97
CCC(=O)c1ccc(O)c(OC)c1	104	109	86	102	96	98	103	99
CC(=O)c1cc2c(N)c(C(=O)Nc3cccc4cccnc34)sc2nc1C	106	94	102	103	104	113	108	106
CCCn1ccc(-n2nnc(C(=O)OCC)c2N)n1	103	94	93	109	117	99	103	104
CC(=O)N1N=C(c2cc3ccccc3oc2=O)CC1c1cn(-c2ccccc2)nc1-c1ccc(C)cc1 (stereo not given)	92	96	99	96	94	106	108	101
CN(CCO)CC(O)Cn1cnc2c1c(=O)n(C)c(=O)n2C (stereo not given) (tested in a mixture with another compound)	83	89	97	87	104	113	86	103
Cc1ccccc1-c1nnc(-c2cccc3ccccc23)o1	96	69	109	77	86	110	121	94
Clc1ccc(Sc2nc(NC3CC3)nc(Sc3ccc(Cl)cc3)n2)cc1	81	65	90	91	96	88	/	88

(cont.)
canonical_smiles	MALME-3M	T-47D	UACC-257	LOX IMVI	HS 578T	SK-MEL-28	SK-MEL-2	SK-MEL-5
NOCc1ccc(CON)cc1	91	97	98	90	/	112	100	98
Cc1c(C(=O)NC(Cc2ccccc2)C(O)C(=O)NC(C)C)[nH]c2ccccc2c1=O (stereo not given)	110	100	100	104	112	109	109	102
N#Cc1ccc(N2Cc3cc(Cl)ccc3OC3=C2C(=O)N(Cc2ccc(F)cc2)C3=O)cc1	-72*	-70*	-64*	-93*	27	-64*	-46*	-33*
COc1cc(/C=C2/SC(=O)N(CCCC(=O)N3CCN(c4cc5c(cc4F)c(=O)c(C(=O)O)cn5C4CC4)CC3)C2=O)cc(OC)c1OC	100	104	93	98	97	103	110	101
Cc1nc([P+](c2ccccc2)(c2ccccc2)c2ccccc2)c(N2CCOCC2)o1	97	81	63	90	91	71	104	97
O=C(CCN1C(=O)CCC1=O)Nc1ncc(Cc2ccccc2)s1	105	96	101	98	100	113	106	100
c1cc2nc(-c3cn[nH]c3)c3c(c2cc1-c1cn[nH]c1)C1CCC3C1 (stereo not given)	61	38	84	69	23	74	92	60
COC(=O)c1ccc(NC2=C(Cl)C(=O)c3nc(C)ccc3C2=O)cc1	75	31	78	45	72	75	88	68
O=c1[nH]cnc2[nH]ncc12	68&90&103	98&100	115&108	105&90&102	120&81&120	118&101&104	147&70&92	95&100&104
COc1cc2c(cc1OC)[C@H](C(=O)O)[C@@H](c1ccc(OC(C)C)c(OC)c1)N(C)C2=O	95	96	/	95	89	116	/	102
COc1cc(C2CC(c3cc(C)ccc3C)=NN2c2ccc(S(=O)(=O)NC(=O)NCc3ccccc3)cc2)cc(OC)c1OC (stereo not given)	84	53	57	50	/	32	59	20
CC(C)(C)C(=O)OCOP(=O)(OCOC(=O)C(C)(C)C)C1CC(O)N(O)C1=O (stereo not given)	41	36	63	30	-5.0*	8.2*	46	58
CCCC(CCC)NCCOC(=O)c1ccc(N)cc1	114	115	105	91	/	104	128	101
COc1ccc2c(c1)oc1c(C)c3c(c(C)c12)C(=O)N(CCO)C3=O	100	88	96	108	101	105	104	99
CCSC(SCC)C(O)C(O)C(O)COC(c1ccccc1)(c1ccccc1)c1ccccc1 (stereo not given)	127	83	74	89	85	100	88	96

The results go on.
canonical_smiles	MALME-3M	T-47D	UACC-257	LOX IMVI	HS 578T	SK-MEL-28	SK-MEL-2	SK-MEL-5
COc1ccc(Oc2nc(Cl)ncc2NC(=O)Nc2c(Cl)cccc2Cl)cc1	108	92	88	100	98	114	118	103
Cc1noc2c(Cc3ccc([N+](=O)[O-])cc3)nn(CC(=O)N/N=C/c3ccc(Cl)cc3)c(=O)c12	37	44	81	41	10	70	90	88
COc1cc(/C=C/c2nnc(-c3cc(-c4ccc(Cl)c(Cl)c4)n[nH]3)o2)cc(OC)c1OC	110	90	107	97	109	94	107	98
CCOC(=O)c1c(C)nc2c(c1N)/C(=C/c1ccccc1[N+](=O)[O-])C(=O)N2c1cc(OC)c(OC)c(OC)c1	110	82	86	95	87	89	86	91
CC1(C)CC(=O)c2c(nc(Nc3nc4ccccc4s3)nc2-c2ccc(F)cc2)C1	90	87	94	96	/	110	90	102
NC(N)=Nc1nc2ccccc2o1	119	98	121	95	/	96	133	94
CC(=O)c1ccccc1I	92	97	105	101	104	114	95	106
CC1=C(C(=O)OCC2CCN(C(=O)OC(C)(C)C)CC2)[C@H](c2cccc(Br)c2)C2=C(CC(C)(C)CC2=O)N1	26	22	29	18	54	50	61	-33*
CC(=O)Nc1ccc(-c2cc3c(NCc4ccc(F)cc4)ncnc3s2)cc1	59	74	87	82	70	93	95	/
CC(=O)N(C(C)=O)c1cccc(N(Cc2ccccc2)Cc2ccccc2)c1	/	75&84	114&95	92&94	90&102	102&101	94&98	98&88
O=Cc1ccc(-c2[nH]c(=S)[nH]c(=O)c2C(=O)Nc2ccc(O)cc2)cc1	96	101	93	96	99	108	105	99
OC(O)C(F)(F)F	104	96	107	101	116	109	91	119
Cc1ccc(CC(=O)O)c(C)c1	110	97	92	98	101	113	96	106
FC(F)(F)c1ccc2nc(-c3nnc(-c4ccccc4)o3)c(Cl)nc2c1	102	99	100	97	93	108	100	99
Nc1nc2ccc([N+](=O)[O-])cc2[nH]1	134	103	106	107	165	122	119	101

Carrying on:
canonical_smiles	MALME-3M	T-47D	UACC-257	LOX IMVI	HS 578T	SK-MEL-28	SK-MEL-2	SK-MEL-5
CSc1nc(-c2ccco2)c2c(N)nn(S(=O)(=O)c3ccc(Cl)cc3)c2n1	116	68	97	95	98	106	104	70
CCOc1c(C#N)nnc2c(C#N)c(NC(=O)c3ccccc3)nn12	103	99	97	96	100	104	112	99
Cc1ccc(C2=C/C(=C\c3ccc(F)cc3)C(=O)N2CCc2ccc(S(N)(=O)=O)cc2)cc1	101	75	104	77	82	105	92	98
N#C/C(=C\c1ccc(-c2ccc(Br)cc2)o1)c1nc2ccccc2s1	107	74	122	94	99	114	104	92
NC(N)=NN=C(c1ccccc1)c1ccccc1	49	12	64	31	/	43	39	3.7*
O=C1NC(=O)c2cccc3cccc1c23	121	116	58	108	119	/	116	105
O=C1CC(c2ccsc2)C2=C(O1)C(=O)c1ccccc1C2=O (stereo not given)	103	106	106	105	101	114	103	/
CCOC(=O)c1nn(C2CCCCO2)c2ccc(NC(=O)CSc3nc4ccccc4[nH]3)cc12 (stereo not given)	98	60	97	92	74	105	105	88
COC(=O)c1cc([N+](=O)[O-])cc2ccccc12	121	106	103	101	98	116	111	104
NC(Cc1ccccc1)=Nc1ccc(S(=O)(=O)O)cc1	104	104	111	105	107	114	113	101
CC(Cl)Cc1ccccc1 (stereo not given)	104	108	/	97	106	109	104	99
C#CCOc1ccc(C(Nc2cc(Cl)ccc2Cl)c2nnnn2C2CCCCC2)cc1 (stereo not given)	101	68	102	98	87	107	95	95
Cn1c(=O)c2c(nc(CCc3nc4c(c(=O)n(C)c(=O)n4C)n3C)n2C)n(C)c1=O	103	111	109	108	/	115	107	101
C=CCNc1nc(NN2C(=O)c3cccc4cccc(c34)C2=O)nc(-n2cnc3ccccc32)n1	94	55	102	78	36	103	99	65
